Bioassay records as filed in PubChem BioAssay.
PAD4 inh – blocks human protein arginine deiminase 4 | Q9UM07 | recombinant PAD4, RCA probe fluorescence polarization | inhibition, % at 6.36 µM | 0.41% of 330,000 active;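 active = percent inhibition above a cutoff equal to the mean of all tested compounds plus 3 SD, cut at about 15% in these data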;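 note: 0% = PAD4 with RCA probe and DMSO and 100% = probe without PAD4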
LYPLA1 counter – LYPLA1 (human) inhibition in PME1 counter-screen; O75608; recombinant LYPLA1, FP-Rh probe fluorescence polarization; inhibition, % at 5.9 µM; 0.16% of 320,000 active; AID 2174;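 active = inhibition above the mean of all tested compounds plus 3 SD, set per campaign, cut at about 14% in these data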;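 note: inhibitors block serine hydrolase probe labeling of LYPLA1 so polarization falls; 0% = enzyme with DMSO and 100% = wells lacking LYPLA1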
Target sequence (O75608 whole entry, looked up): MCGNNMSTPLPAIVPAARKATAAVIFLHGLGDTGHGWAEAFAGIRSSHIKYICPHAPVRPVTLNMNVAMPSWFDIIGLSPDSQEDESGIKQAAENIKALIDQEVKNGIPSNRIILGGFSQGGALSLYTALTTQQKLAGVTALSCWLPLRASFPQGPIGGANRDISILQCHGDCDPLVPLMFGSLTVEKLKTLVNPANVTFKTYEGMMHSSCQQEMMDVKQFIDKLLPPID
PREPL inhibitor – human PREPL enzyme inhibition; Q4J6C6; recombinant PREPL, fluorescence polarization activity-based probe; inhibition, % at 5.96 µM; 0.68% of 320,000 active; in the data active = inhibition above about 43%;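 note: 0% = enzyme with DMSO and 100% = wells lacking enzyme; many of its hits are not listed in these tables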
PAFAH2 FP inh – inhibitors of human PAFAH2 | 0.99% of 340,000 active | Q99487 | recombinant PAFAH2, FP-rhodamine activity probe, fluorescence polarization | inhibition, % at 3.39 µM | AID 492956;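 active = inhibition above the mean over all tested compounds plus 3 SD, cut at about 30% in these data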;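 note: inhibitors block probe labeling of enzyme so polarization drops; 0% = enzyme with DMSO and 100% = wells lacking PAFAH2 protein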
GSTO1 inh – counter-screen for RBBP9 inhibitors: inhibitors of human GSTO1; P78417; recombinant GSTO1, activity-based probe fluorescence polarization; inhibition, % at 5.96 µM; 1.1% of 300,000 active; AID 1974;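 active = inhibition above the campaign mean inhibition plus 3 SD, cut at about 35% in these data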;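 note: 0% = GSTO1-1 with DMSO and 100% = wells lacking GSTO1-1 enzyme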
Target sequence (P78417 whole entry, looked up): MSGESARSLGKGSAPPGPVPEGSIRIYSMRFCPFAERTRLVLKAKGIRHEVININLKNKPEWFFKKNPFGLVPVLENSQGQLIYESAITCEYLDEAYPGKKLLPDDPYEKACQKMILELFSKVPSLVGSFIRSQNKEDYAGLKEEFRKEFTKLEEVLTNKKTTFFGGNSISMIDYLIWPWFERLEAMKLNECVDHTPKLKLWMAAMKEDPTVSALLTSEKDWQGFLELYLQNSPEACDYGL
PAFAH1B3 FP inh – blocks human PAF acetylhydrolase 1B catalytic subunit 3 | inhibition, % at 3.39 µM | 0.28% of 340,000 active | recombinant PAFAH1B3, FP-rhodamine probe, fluorescence polarization;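 active = inhibition above the screen-wide average of all tested compounds plus 3 SD, cut at about 25% in these data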;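 note: 0% = enzyme with DMSO only and 100% = wells lacking PAFAH1B3 protein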
Target sequence (Q15102 whole entry, looked up): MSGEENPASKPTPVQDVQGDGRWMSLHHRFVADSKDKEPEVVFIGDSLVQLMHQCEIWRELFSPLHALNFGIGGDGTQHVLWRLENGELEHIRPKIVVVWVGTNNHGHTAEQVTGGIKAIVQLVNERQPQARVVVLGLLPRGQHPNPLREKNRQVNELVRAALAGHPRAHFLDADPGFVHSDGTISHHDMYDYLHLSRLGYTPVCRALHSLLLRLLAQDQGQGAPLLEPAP
pPAFAH inh – inhibitors of human plasma PAF acetylhydrolase (pPAFAH); Q13093; recombinant pPAFAH, FP-rhodamine probe fluorescence polarization; 1.5% of 330,000 active; inhibition, % at 3.39 µM;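 active = inhibition above the mean inhibition across the screen plus 3 SD, cut at about 25% in these data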;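 note: inhibitors block binding of the rhodamine activity-based probe so polarization drops; 0% = enzyme with DMSO and 100% = wells lacking pPAFAH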
LYPLA2 inh – LYPLA2 (human) inhibition in PME1 counter-screen | O95372 | AID 2177 | recombinant LYPLA2, FP-Rh probe fluorescence polarization | inhibition, % at 5.9 µM | 0.38% of 320,000 active;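 active = inhibition above the screen-wide mean plus 3 SD, limit set per campaign, cut at about 26% in these data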;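 note: 0% = LYPLA2 with DMSO and 100% = wells lacking LYPLA2 enzyme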
Target sequence (O95372 whole entry, looked up): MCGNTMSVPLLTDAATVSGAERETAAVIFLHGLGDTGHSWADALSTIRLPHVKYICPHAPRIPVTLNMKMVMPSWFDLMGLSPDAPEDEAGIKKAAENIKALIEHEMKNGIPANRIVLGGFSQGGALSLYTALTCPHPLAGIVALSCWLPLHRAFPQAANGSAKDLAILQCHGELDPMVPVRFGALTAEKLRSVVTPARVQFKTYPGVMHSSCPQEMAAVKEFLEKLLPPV
PAFAH1B2 FP inh – blocks human PAF acetylhydrolase 1b catalytic subunit 2; recombinant PAFAH1B2, FP-rhodamine activity probe, fluorescence polarization; inhibition, % at 3.39 µM; P68402; 1.2% of 340,000 active;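 active = inhibition above the mean of all tested compounds plus 3 SD, cut at about 24% in these data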;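 note: 0% = enzyme with DMSO and 100% = wells lacking PAFAH1B2; many of its hits are not listed in these tables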
Active calls of the source: *; · = not tested or not shown. A portion of the library, so the mix of outcomes need not match the whole.

molecule	PAD4 inh	LYPLA1 counter	PREPL inhibitor	PAFAH2 FP inh	GSTO1 inh	PAFAH1B3 FP inh	pPAFAH inh	LYPLA2 inh	PAFAH1B2 FP inh
Cc1ccccc1N(CC(=O)N1CCCC1)S(=O)(=O)c1ccc(Cl)cc1	-1	-2	-3	0	3	3	5	6	0
OCCC1CN(Cc2c(F)cccc2Cl)CCN1C1CCCCC1 (configuration not stated)	0	-2	-6	-5	-3	-1	32*	-7	-4
O=S1(=O)C[C@@H](O)[C@@H](Nc2ccccc2)C1	4	2	21	·	8	·	-1	2	·
CC(O)CNc1nc2c(c(=O)n(C)c(=O)n2C)n1Cc1cccc(C(F)(F)F)c1 (configuration not stated)	-4	-1	10	5	-2	5	4	-1	5
Nc1nnc(CSCc2ccc(Cl)cc2Cl)s1	-7	-2	4	1	2	2	5	3	9
O=C(Cc1n[nH]c(=O)c2ccccc12)NCc1ccccc1	5	3	-6	·	8	·	-1	8	·
COc1cccc(S(=O)(=O)NC2CCN(C#N)C2)c1 (configuration not stated)	5	2	7	-3	·	10	0	-1	2
Cc1ccc(-n2nnc3c(SCC(=O)NCc4ccco4)ncnc32)cc1	3	-11	-7	-8	-15	12	7	-6	0
NS(=O)(=O)c1ccc(CCNC(=O)Cc2ccc(S(=O)(=O)N3CCCC3)s2)cc1	-3	1	1	-1	-3	9	13	5	0
CN(C)CCn1c(=S)[nH]c2ccc(Cl)cc2c1=O	-5	2	3	-2	1	2	7	7	0

Next section
molecule	PAD4 inh	LYPLA1 counter	PREPL inhibitor	PAFAH2 FP inh	GSTO1 inh	PAFAH1B3 FP inh	pPAFAH inh	LYPLA2 inh	PAFAH1B2 FP inh
CC1C2CC(C/C2=N/NC(=O)c2cccs2)C1(C)C (configuration not stated)	-7	-2	-6	11	5	4	6	-6	3
Cc1ccc(C(=O)NCc2ccncc2)cc1S(=O)(=O)N1CCOCC1	-2	2	1	4	-3	1	2	0	0
ONC(=Nc1cccc(C(F)(F)F)c1)c1cccnc1	1	0	0	4	-2	9	1	1	7
Oc1cc(O)c2c(c1)O[C@H](c1ccc(O)c(O)c1)[C@H](O)C2	-2	-2	-3	-8	40*	1	6	-1	2
Cc1ccc(S(=O)(=O)N2CCCCC2)cc1C(=O)N(CCc1ccccc1)Cc1ccccc1	6	1	17	1	-2	10	4	4	2
COc1ccc(/C=N/NC(=O)c2nnn(-c3nonc3N)c2CN(C)C2CCCCC2)cc1	1	-5	-1	-8	5	7	-3	0	7
O=C1C2C3C=CC(C3=C(c3ccccc3)c3ccccc3)C2C(=O)N1CCO (configuration not stated)	4	4	9	-3	6	2	15	5	8
O=C(N/N=C/c1ccc([N+](=O)[O-])cc1)c1c[nH]c2ccccc12	-3	-2	7	-2	-10	-1	0	-3	7
COc1ccc([N+](=O)[O-])cc1NS(=O)(=O)c1cccc(C(=O)O)c1	-1	0	-11	-3	-4	5	1	-2	0
CC(C(=O)Nc1ccc(S(=O)(=O)Nc2ncccn2)cc1)N1C(=O)c2ccccc2S1(=O)=O (configuration not stated)	-2	3	5	2	0	7	-2	7	-1

New compounds follow
molecule	PAD4 inh	LYPLA1 counter	PREPL inhibitor	PAFAH2 FP inh	GSTO1 inh	PAFAH1B3 FP inh	pPAFAH inh	LYPLA2 inh	PAFAH1B2 FP inh
CCOc1ccc(S(=O)(=O)NCCC(=O)NCc2ccc(OC)c(OC)c2)cc1	-1	-1	7	0	·	6	7	10	3
CCN(CC)S(=O)(=O)c1ccc(=O)[nH]c1	2	1	-1	6	2	2	-6	1	1
Cc1nnc(NC(=O)C2CCCN2S(=O)(=O)c2ccc(Cl)cc2)s1 (configuration not stated)	1	2	9	6	5	0	1	1	2
O=C(O)c1ccnc(C(=O)O)c1	-1	1	0	-25	-1	4	0	0	5
COC(=O)[C@H](CC(C)C)NC(=O)Nc1ccc2c(c1)OCCO2	1	3	11	-4	-2	3	2	4	6
CCO[C@H]1OC(C(=O)NC2CC2)=C[C@@H](c2coc3ccccc3c2=O)[C@@H]1CCCO	1	-3	0	1	8	-8	-2	-1	2
Cc1ccc(C2NC(=NCc3ccccc3)Nc3nc(C)cc(=O)n32)cc1 (configuration not stated)	4	0	-28	-1	-7	3	7	8	4
Cc1[nH]c(C)c2c(=O)[nH]ncc12	3	-2	-2	-4	3	9	-2	-2	1
CCOc1cc(CNCc2cccs2)ccc1OCC(=O)NC(C)(C)C	1	0	8	-4	3	5	-1	2	2
Cc1nn(C)c(C)c1NC(=O)c1ccnn1C	0	-1	-1	2	5	0	4	-6	1

Going on with the list:
molecule	PAD4 inh	LYPLA1 counter	PREPL inhibitor	PAFAH2 FP inh	GSTO1 inh	PAFAH1B3 FP inh	pPAFAH inh	LYPLA2 inh	PAFAH1B2 FP inh
Clc1ccccc1N1CCN(Cc2ccc(Br)o2)CC1	4	-2	11	2	-3	-8	-5	-4	-8
O=C(O)CC1=C(O)C(=O)N(c2ccccc2)C1c1ccccc1 (configuration not stated)	-5	4	16	-2	0	0	-3	6	14
NC(=O)CNC(=O)C1CCCc2c1[nH]c1ccc(Cl)cc21 (configuration not stated)	2	-3	9	-2	11	7	5	3	3
CCCc1cc(=O)oc2c(C)c(OCC(=O)N3CCC(C(N)=O)CC3)ccc12	-2	3	-5	-3	2	8	-3	2	0
Cc1ccc(-c2nn(-c3ccccc3)cc2/C=C2\SC(=S)N(CCCCCC(=O)O)C2=O)o1	0	-7	20	7	-7	-4	31*	-8	-1
COc1ccc(-c2c(C)cc3oc(=O)cc(-c4ccccc4)c3c2C)cc1F	-6	·	·	2	·	8	4	·	5
Cc1ccc(Cl)c(OC(=O)C2CSC3(C)CCC(=O)N23)c1 (configuration not stated)	-2	0	-5	-5	7	1	1	4	3
CC(Oc1ccccc1)C(=O)N=C1SC2CS(=O)(=O)CC2N1Cc1ccccc1 (configuration not stated)	1	4	6	-10	4	8	12	5	2
CCc1ccc(NC(=O)c2nc(S(=O)(=O)Cc3ccccc3)ncc2Cl)cc1	0	-5	-3	-4	-16	7	7	-11	4
Cc1cc(C)c(S(=O)(=O)N(C)CC(=O)NCCN2CCOCC2)c(C)c1	-3	4	1	2	2	12	-7	0	2

Next part.
molecule	PAD4 inh	LYPLA1 counter	PREPL inhibitor	PAFAH2 FP inh	GSTO1 inh	PAFAH1B3 FP inh	pPAFAH inh	LYPLA2 inh	PAFAH1B2 FP inh
Cc1ccc(OCc2cc(C(=O)Nc3ccccc3)oc2C)cc1	-2	-5	-9	-13	-7	0	6	-6	3
COc1ccc(C(=O)COC(=O)c2sccc2C)cc1OC	1	·	21	2	·	3	5	·	3
Cc1nn(C)c(Cl)c1NC(=O)OCc1ccc(F)cc1	0	0	-9	-3	3	12	4	4	3
Cc1ccc2nc(-c3ccc(NC(=O)C4CCCO4)cc3)[nH]c2c1 (configuration not stated)	-5	-3	13	-6	-8	-1	3	-6	0
CCOC(=O)N1CCN(CCc2ccccc2)CC1	0	-4	-3	6	0	3	2	-4	4
CCN(CC)C(=O)C1CCCN(c2ccccc2[N+](=O)[O-])C1 (configuration not stated)	1	3	-3	-5	0	5	1	2	-3
Cc1cc(NC(=S)NC(=O)/C=C/c2ccc(S(=O)(=O)N3CCOCC3)cc2)ccc1Br	2	-7	14	-48	-5	-1	2	0	-10
Cc1cc(C)c(C(N)=O)c(NC(=O)Nc2ccccc2Cl)n1	-1	-2	15	-1	-1	3	1	-5	-2
O=C1c2ccccc2C(=O)N1CCCCc1cn(C[C@H]2CC[C@@H]([C@@H]3CC[C@H](Cn4cc(CCCCN5C(=O)c6ccccc6C5=O)nn4)O3)O2)nn1	3	·	26	-1	·	-11	1	·	-3
CC(C)(C)c1ccc(-c2nc(C#N)c(NCc3ccncc3)o2)cc1	0	-1	16	5	-4	0	9	-5	9

Continuation:
molecule	PAD4 inh	LYPLA1 counter	PREPL inhibitor	PAFAH2 FP inh	GSTO1 inh	PAFAH1B3 FP inh	pPAFAH inh	LYPLA2 inh	PAFAH1B2 FP inh
CCCN(C(=O)c1cc(C)ccc1C)c1c(N)n(Cc2ccccc2)c(=O)[nH]c1=O	8	-2	8	1	·	1	3	1	-1
COCCn1cnnc1SCC(=O)Nc1ccc(N2CCCCC2)cc1	0	0	6	2	·	4	-2	-3	2
CSc1nnc([C@H](Cc2c[nH]c3ccccc23)NC(=O)OC(C)(C)C)o1	0	-1	0	-2	-3	3	-2	-9	5
CCCOc1ccc(N2CC(C(=O)Nc3ccccc3C(=O)NC)CC2=O)cc1 (configuration not stated)	-2	-2	-10	6	5	6	2	0	3
O=C(CCNC(=O)c1ccco1)Nc1ccc(OC(F)F)cc1	1	1	-4	-3	-1	2	-6	-5	1
CC(=O)Nc1cccc(CCc2nc3ccccc3[nH]2)c1	5	0	-6	4	3	5	2	1	0
Cc1ccc(S(=O)(=O)/N=C2/NC(=O)/C(=C/c3ccc(Br)o3)S2)cc1	-5	-6	-7	-3	-48	-1	-6	-17	-5
Cc1ccc(-c2cc(C(=O)Nc3ccccc3C)c3ccccc3n2)o1	-5	-6	2	-6	-1	6	6	-6	5
Cc1ccc(-n2c(C)cc(/C=N/NC(=O)CC3(C)OCCO3)c2C)cc1	-1	0	1	0	4	2	5	-2	4
CCCCCC1CC(CC(=O)Nc2nncs2)C(=O)O1 (configuration not stated)	-1	1	-7	5	1	0	1	25	2

Further structures follow:
molecule	PAD4 inh	LYPLA1 counter	PREPL inhibitor	PAFAH2 FP inh	GSTO1 inh	PAFAH1B3 FP inh	pPAFAH inh	LYPLA2 inh	PAFAH1B2 FP inh
O=C(NCCc1ccccc1)c1c(O)c2cccc3c2n(c1=O)CC3	-4	0	5	-4	7	6	-7	-2	-1
CCC(=O)Nc1cc(C(=O)OCc2ccc(C(=O)Oc3ccccc3)cc2)ccc1C	4	-2	-2	-5	4	2	-3	-1	-2
CC(=O)Nc1ccc(S(=O)(=O)NCCC(=O)OC(C)C(=O)c2ccc(C)cc2)cc1 (configuration not stated)	5	-2	10	-2	7	-6	1	0	2
CCCCCCc1c(C)[nH]c2nc3ccccc3n2c1=O	-3	-2	-6	-1	1	16	1	-2	0
O=C(OCC(=O)N1CCN(c2ccccc2)CC1)c1ccc2ccccc2n1	4	3	18	-8	17	8	3	0	-1
